Assay outcomes deposited in PubChem BioAssay by National Center for Advancing Translational Sciences (NCATS).
RXFP1 ag – activates the human relaxin receptor RXFP1 | HEK293T-RXFP1 cAMP TR-FRET, 30 min; response scale: percent of porcine relaxin response, buffer zero | 370,000 tested, 0.3% active | Potency, µM (titrated, usually from 57.5 µM), for the others: at the highest dose activation, usual class: activators; also: potency is read from the fitted curve at half-maximal effect; % is scaled to controls: 0 for no effect and ±100 for the full control effect; nearly all actives have a fitted effect of over 60% in size; many of its hits are not listed in these tables
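HEK293 cells stably expressing RXFP1, treated 30 min at 37C with compounds plus PDE4 inhibitor Ro 20174; cAMP measured by HTRF TR-FRET. Normalized to buffer and 29 nM porcine relaxin; EC50 by Hill fit.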
GRP78 ERSR act – inducers of ER stress response in human glioma cells; U87-MG GRP78 promoter luciferase reporter, 16 h; Potency, µM, for inactives: at the top dose activation, usual class: activators; 420,000 tested, 0.02% active; also: potency is read from the fitted curve at half-maximal effect; series mostly up to about 76 µM; % of control where 0% means no effect; nearly all actives have a fitted effect of over 35% in size
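Stably transfected U87-MG glioma cells carrying a GRP78-based luciferase sensor; 16 h compound incubation. Luminescence end-point read 10 min after Bright-Glo addition at room temperature.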
D2 PAM – positive allosteric modulators of human D2 dopamine receptor. 340,000 tested, 0.34% active. HEK293 T-REx D2, calcium flux, EC20 dopamine potentiation. potentiation, % at 10 µM. P14416. AID 485347;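 active = potentiation over 3 SD above the plate norm, cut at about 30% in these data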; also: 0% is about no effect
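Using a no-wash calcium dye in inducible, force-coupled HEK293 Trex cells expressing D2, we tracked fluorescence each second for 180 s after compound, then for 180 s after EC20 dopamine to detect augmented signalling.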
D1 ag – agonists of human D1 dopamine receptor | HEK293 T-REx D1 cells, calcium flux, agonist mode | activation, % at 2 µM | AID 504660 | P21728 | 360,000 tested, 1% active; in the data active = activation above about 30%; also: 0% is about no effect
Target sequence (P21728 whole entry, looked up): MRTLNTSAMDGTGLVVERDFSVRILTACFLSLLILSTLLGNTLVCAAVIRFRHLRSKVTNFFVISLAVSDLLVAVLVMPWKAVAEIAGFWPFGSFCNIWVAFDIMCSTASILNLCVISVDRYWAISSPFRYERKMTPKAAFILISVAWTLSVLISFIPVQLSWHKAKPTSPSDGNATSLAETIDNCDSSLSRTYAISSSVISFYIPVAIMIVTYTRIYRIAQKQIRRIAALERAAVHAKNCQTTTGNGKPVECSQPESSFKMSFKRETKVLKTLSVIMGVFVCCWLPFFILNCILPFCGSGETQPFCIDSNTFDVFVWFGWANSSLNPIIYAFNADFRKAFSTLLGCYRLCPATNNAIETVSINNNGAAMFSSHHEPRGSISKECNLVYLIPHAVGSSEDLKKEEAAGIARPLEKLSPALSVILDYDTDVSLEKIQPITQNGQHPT
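Tetracycline-induced HEK293 TREx D1 cells, force-coupled to calcium signalling, were dye-loaded with a no-wash calcium kit. Compound was pin-added after a 10 s baseline. Fluorescence was read kinetically at 1 cycle/s for 180 s, with calcium rises flagged as agonism.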
D1 potentiator – human D1 dopamine receptor positive modulation | P21728 | HEK293 TREx D1 cells, calcium flux, dopamine EC20 potentiation | potentiation, % at 10 µM | 360,000 tested, 0.036% active | AID 504651; in the data active = potentiation above about 30%; also: 0% is about no effect
D1 antag – blocks dopamine activation of the human D1 receptor; P21728; HEK293 TREx D1 cells, calcium flux, dopamine EC80; active compounds read low; activity change, negative = inhibition, % at 10 µM; 360,000 tested, 3.2% active; AID 504652; in the data active = activity change below about -30%; also: % is scaled to controls: 0 for no effect and ±100 for the full control effect
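Tetracycline-induced HEK293 T-REx cells with force-coupled D1 receptor were loaded with a no-wash calcium dye. Compound was added after a 10 s baseline and read kinetically for 180 s; EC80 dopamine was then added and calcium flux followed another 180 s.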
RXFP1 antagonist – antagonists of human relaxin receptor RXFP1; 350,000 tested, 0.59% active; AID 1259400; HEK293-RXFP1, relaxin-stimulated cAMP HTRF, 30 min; active compounds read low; activity change, negative = inhibition, % at 57.5 µM; Q9HBX9;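 active = activity change of -60% or lower, but not beyond a set lower limit; inconclusive = change between -60% and -40%, or beyond the set limit; inactive = change above -40%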; also: % is scaled to controls: 0 for no effect and ±100 for the full control effect
Vif-APOBEC3F blk – inhibitors of Vif-A3F interaction; HeLa A3F-eYFP + Vif (tagged APOBEC3F with the HIV-1 protein that degrades it), YFP fluorescence increase; AID 602313; Potency, µM (titrated, usually from 46.1 µM), without a hit: at the top dose activity, negative = active; 390,000 tested, 0.2% active; also: potency is read from the fitted curve at half-maximal effect; % of control where 0% means no effect; nearly all actives have a fitted effect of over 65% in size
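HeLa cells stably expressing A3F-eYFP plus Vif, plated and incubated overnight at 37 deg C, then exposed to compounds overnight at 37 deg C. Blocked degradation read as raised yellow fluorescence (Ex 488/Em 500-530).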
Vif-A3G inh – inhibitors of Vif-APOBEC3G interaction; Q9HC16; HeLa A3G-eYFP + Vif (tagged APOBEC3G with the HIV-1 protein that degrades it), YFP fluorescence, overnight; Potency, µM (titrated, usually from 46.1 µM), for the others: at the highest dose activity, negative = active, usual class: inhibitors; 410,000 tested, 0.076% active;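 also: potency is read from the fitted curve at half-maximal effect; % is scaled to controls: 0 for no effect and ±100 for the full control effect; nearly all actives have a fitted effect of over 60% in size; hits raise eYFP signal because A3G escapes Vif-driven loss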
Target sequence (Q9HC16 whole entry, looked up): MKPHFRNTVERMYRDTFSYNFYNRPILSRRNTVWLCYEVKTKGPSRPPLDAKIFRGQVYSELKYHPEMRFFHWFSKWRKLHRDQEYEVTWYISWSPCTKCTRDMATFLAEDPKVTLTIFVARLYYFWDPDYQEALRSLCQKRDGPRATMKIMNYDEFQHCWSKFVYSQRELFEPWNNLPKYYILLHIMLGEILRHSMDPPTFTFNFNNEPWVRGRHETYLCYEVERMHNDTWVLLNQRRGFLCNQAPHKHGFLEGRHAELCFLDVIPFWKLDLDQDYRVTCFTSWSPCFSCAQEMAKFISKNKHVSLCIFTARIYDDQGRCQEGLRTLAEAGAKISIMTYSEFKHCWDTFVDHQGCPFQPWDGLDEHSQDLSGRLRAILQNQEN
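HeLa cells stably expressing Vif and C-terminally eYFP-tagged A3G, seeded overnight at 37 deg C, then exposed to compound by pintool overnight at 37 deg C. Rise in yellow fluorescence (Ex 488/Em 500-530, Acumen) marks blocked Vif-driven A3G degradation.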
* marks the source's active call; other numbers are inactive results; ? = inconclusive; nt = no result given; & = joins results of further samples. Unless noted, calls follow the shape of the dose curve; as a rule, active = well fitted curve in the direction sought with a large enough effect; inconclusive = small, poorly fitted or top-dose-only effect, or another doubt; inactive = no such curve, though single readings can be large; an effect the other way counts as inactive or inconclusive. Some of the compounds tested, so the mix of outcomes need not match the whole.

nr	canonical_smiles	GRP78 ERSR act	D1 ag	D2 PAM	Vif-APOBEC3F blk	D1 potentiator	RXFP1 ag	D1 antag	RXFP1 antagonist	Vif-A3G inh
1	c1ccc(-c2cn3c4c(sc3n2)CCCC4)cc1	-11.4%&-11.6%	-3.4	0.7	-1.4%&0.5%	-3.1	-0.9%	-1.5	-0.1&-8.1	-23.0%&-28.8%
2	COc1ccc(O)c(/C=N/N=C2/C(=O)Nc3ccccc32)c1	7.0%	2.4	5.9	4.2%	-2.6	1.9%	0.6	-3.9	4.5%
3	COc1cc2c(=O)c(C(=O)c3ccc(F)cc3)cn(Cc3cccc(F)c3)c2cc1OC	-1.5%	-0.4	3.9	0.4%	0.0	0.6%	-24.8	-4.4	2.3%
4	O=C(/C=C/c1ccc2c(c1)OCO2)c1ccc(O)cc1O	14.1%	nt	nt	-2.7%	nt	nt	nt	-3.2	-16.1%
5	CCn1nc(C(=O)NNS(=O)(=O)c2cc(/C=C/C(=O)O)cc(OC)c2OC)c2ccccc2c1=O	-3.8%	nt	nt	3.1%	nt	nt	nt	-1.1	-2.4%
6	CCN(CC(=O)NCc1cccs1)C(=O)CN(C)S(=O)(=O)c1ccc(C)cc1	-1.1%	0.6	5.0	0.6%	-3.2	0.2%	9.0	-10.6	1.9%
7	c1ccc(CCc2nc(-c3cccnc3)no2)cc1	2.9%	3.0	0.5	1.1%	-5.9	1.7%	-5.0	-5.0	0.9%
8	COc1ccc(NC(=S)N2CCC(c3nc4ccc(Cl)cc4[nH]3)CC2)c(OC)c1	-2.3%	1.0	-2.8	-12.5%	-12.9	0.4%	-18.8	-10.6	-1.5%
9	O=C(/C=C/c1ccco1)NCCCN1CCN(CCCNC(=O)/C=C/c2ccco2)CC1	5.5%	3.7	16.4	-1.3%	5.0	2.5%	-6.7	-2.0	0.1%
10	O=C(CSc1ccc(-c2ccco2)nn1)c1cccc([N+](=O)[O-])c1	-3.5%	2.6	-7.9	-9.5%	-2.9	1.4%	-7.3	-36.4	-2.6%
11	COc1ccc(C2C3=C(CCCC3=O)N(CC(=O)O)C3=C2C(=O)CCC3)cc1Cl	-2.2%	7.6	11.4	-34.4%	2.7	8.4%	-2.2	1.2	1.3%
12	CCCn1c(CC)nc([N+](=O)[O-])c1Sc1ncn[nH]1	-6.3%	nt	nt	-4.1%	nt	nt	nt	13.0	-9.0%
13	CCn1c(SCC(=O)Nc2c(C)n(C)n(-c3ccccc3)c2=O)nc2c1c(=O)n(C)c(=O)n2C	-6.2%	1.2	12.3	-16.9%	-1.3	?	7.4	18.3	-1.0%
14	Cc1ccc(-c2nn(-c3ccccc3)cc2C=O)o1	-1.6%	0.4	9.4	-1.4%	0.4	2.7%	1.1	0.3	?
15	CC(CCc1ccco1)NC(=O)CCc1nnc2ccc(NCc3ccc(Cl)cc3)nn12 (centres undefined)	-3.5%	0.5	-3.5	4.2%	0.7	1.4%	4.6	11.8	3.9%
16	Cc1cccc(NC(=O)CN2CCN(C(=O)c3cccc(-n4cnnn4)c3)CC2)c1C	-4.8%	1.0	-0.6	0.2%	-10.6	1.6%	3.6	-5.0	0.5%
17	O=S(=O)(Cc1cc(NCc2ccccc2)nc(-c2ccccn2)n1)c1ccccc1	0.1%	1.1	1.9	-11.6%	1.5	0.5%	25.5	-5.8	-7.5%
18	CC(C)(C)c1nc(SCC(=O)NCc2ccco2)c2ccccc2n1	-7.0%	1.1	14.8	-0.8%	-2.1	6.1%	1.7	-3.1	-10.7%
19	O=C(Cc1ccccc1)NNC(=S)Nc1ccccc1	-2.8%	1.0	5.7	1.9%	10.2	-0.7%	14.2	-0.5	1.7%
20	Cc1noc(NS(=O)(=O)c2ccc(NC(=O)Cc3ccc([N+](=O)[O-])cc3)cc2)c1C	-3.2%	2.5	-0.4	1.9%	-4.2	-0.1%	-12.1	-2.7	1.1%
21	O=C(O)CNCC1COc2ccccc2O1 (centres undefined)	-2.3%	-0.2	-6.9	-1.7%	-1.8	1.9%	-8.4	9.6	-1.1%
22	Cc1ccc(C(=O)OCC(=O)N(C)C2CCS(=O)(=O)C2)cc1S(=O)(=O)N1CCCCC1 (centres undefined)	-4.1%	6.0	0.8	-8.3%	-11.6	0.3%	-1.2	-3.1	-4.3%
23	O=S(=O)(c1cccc2cccnc12)N1CCN(c2ccc(F)cc2)CC1	-1.3%	1.1	9.4	2.0%	-3.8	0.3%	-3.6	5.9	12.6%
24	COc1cc(NC(=O)c2cnc(N)s2)cc(C(=O)Nc2cccc(C(F)(F)F)c2)c1	-3.1%&2.4%	1.1	-5.7	-11.3%&3.6%	3.9	0.7%	5.8	-18.2	-17.2%&-12.3%
25	O=C(Nc1ccc(F)cc1Cl)c1cnc(N2CCOCC2)c2ccccc12	-0.7%	0.1	6.7	-0.3%	-2.9	1.6%	3.6	-6.3	-0.4%
26	CSCCCNC(=O)c1ccc(OC2CCN(CCc3ccccc3)CC2)cc1	-0.2%	9.3	-22.6	-0.7%	-8.8	3.8%	-5.1	-8.9	4.2%
27	CCOC(=O)c1noc2ncnc(Nc3cc(Cl)c(OC)cc3OC)c12	-1.2%	3.0	-10.4	1.5%	-3.6	-1.4%	12.1	nt	5.0%
28	COc1cc(/C=C2\SC(=O)N(CC(=O)Nc3ccc(C)cc3)C2=O)cc(Cl)c1OCC(=O)O	-3.1%	5.2	3.0	-4.0%	0.9	-0.3%	4.0	nt	-7.0%
29	CCc1cccc(C)c1NC(=O)CCNC(=O)c1cccc(C)c1	-2.8%	1.7	nt	1.3%	-7.0	-0.8%	-2.7	2.5	1.2%
30	O=C(NC1CCCc2ccccc21)c1ccc2c(c1)sc1nc(-c3ccc(F)cc3)cn12 (centres undefined)	-0.9%	0.4	1.1	-3.1%	-1.7	0.5%	-22.9	30.5	0.4%
31	OC1(c2ccc(F)cc2)CCN(Cc2cccnc2)CC1	-4.6%	0.4	-30.0	13.1%	-10.1	0.0%	-21.8	2.8	0.4%
32	COc1cc(/C=C2\C(=N)N3N=C(C)SC3=NC2=O)cc(Cl)c1OCCOc1ccc(NC(C)=O)cc1	-3.2%	1.6	-0.9	?	-12.4	1.9%	-8.1	-0.4	-7.9%
33	O=C(O)c1ccccc1Sc1ccccc1S(=O)(=O)NC1CCCCC1	0.4%	0.0	0.7	2.2%	-5.0	-1.9%	5.5	6.6	-4.5%
34	Cc1ccccc1C(=O)N1CCC(C(=O)NCc2ccc(Cl)cc2)CC1	-1.7%	3.6	nt	-8.2%	-0.7	1.0%	-19.3	-3.2	0.8%
35	COc1cc(/C=C/C(=O)N(C)CC(=O)Nc2ccccc2SC)cc(OC)c1OC	-1.5%	nt	nt	1.5%	nt	nt	nt	3.8	-2.7%
36	Cc1c[n+]([O-])ccc1Oc1ccc([N+](=O)[O-])cc1	-2.9%	3.7	14.1	8.3%	9.2	-0.2%	14.6	nt	0.6%
37	Cc1ccc(C(=O)c2c3ccccc3[n+]([O-])n2CCC(N)=O)cc1	-0.3%	-0.7	1.1	-1.0%	-3.8	-1.0%	9.3	nt	-3.3%
38	CCC(CC)C(=O)NCCc1ccc(S(N)(=O)=O)cc1	-1.9%	1.5	1.8	2.6%	-3.0	-0.6%	-42.0*	-2.9	-0.7%
39	Cc1ccc(-n2ncc3c(NCc4cccnc4)ncnc32)cc1C	2.5%	4.8	10.0	2.8%	-6.3	-0.6%	-13.0	23.8	2.8%
40	O=C(Nc1nccs1)c1ccc(Br)o1	2.4%	0.5	25.1	0.5%	-2.2	2.9%	-4.4	-19.1	0.3%
41	Clc1ccc(OCc2nc(-c3ccccn3)no2)c(Br)c1	-9.3%	1.1	11.0	-4.5%	1.7	1.7%	-21.3	nt	-21.4%
42	N#CC1=C(N)C(C#N)(C#N)[C@H](c2ccncc2)[C@H]2CN(C(=O)OCc3ccccc3)CC=C12	-3.3%	2.1	-0.5	-5.0%	-7.8	1.5%	25.3	-32.2	-12.4%
43	C/C(=N\NC(=O)c1ccccc1F)c1cccc(NC(=O)c2ccc(C)cc2)c1	1.2%	2.0	-3.4	-6.0%	-0.4	-0.7%	-12.9	4.7	1.9%
44	O=C1CCCC(=O)N1c1ccc(Oc2ccc(Cl)cc2)cc1	0.7%	13.3	-5.4	-11.8%	1.5	-2.0%	-18.0	1.6	-0.2%
45	Cc1ccc(C(=O)NCCCN2CCN(CCCNC(=O)c3ccc(C)cc3)CC2)cc1	-3.5%	nt	nt	6.8%	nt	nt	nt	2.0	1.3%
46	Cc1ccc(S(=O)(=O)C(NC(=O)c2ccccc2)=C(Cl)Cl)cc1	-8.8%	nt	nt	-11.3%	nt	nt	nt	-8.5	?
47	CN1CCc2nc3sc(C(=O)NCc4ccccc4)c(N)c3cc2C1	-0.4%	-0.8	nt	0.8%	1.7	7.3%	-12.5	-10.4	-11.1%
48	Oc1ccc(CNc2ccc(C(F)(F)F)cc2Cl)c2cccnc12	nt	8.2	nt	nt	0.8	1.1%	1.6	nt	nt
49	O=C(Nc1ccncc1)c1cc2ccccc2cc1O	-4.9%	9.4	19.8	4.5%	-5.5	0.9%	-8.6	-3.7	1.1%
50	Nc1cc(SCc2ccc(Cl)cc2Cl)ncn1	4.8%	nt	nt	4.8%	nt	nt	nt	-18.5	-11.2%
